Compound activity: PubChem BioAssay, several laboratories
CCHF vOTU inh: blocks the CCHF virus ovarian tumor domain protease; CCHFV vOTU protease, Pep-AMC fluorescence; inhibition, % at 11.5 µM; actives 0.55% (n = 370,000); AID 651958; also: 0% = vehicle wells with enzyme and 100% = no enzyme wells
BioA inh: BioA (M. tuberculosis) enzyme inhibition; purified M. tuberculosis BioA enzyme, plate reader; inhibition, % at 9.99 µM; actives 0.096% (n = 360,000); AID 602481; in the data active = inhibition above about 40%; inconclusive = no clear call, values can overlap the other calls
GDH-TPI counter: counter-screen for M. tuberculosis FBA inhibitors: GDH-TPI coupled enzymes | GDH-TPI coupled enzyme counterscreen, NADH absorbance | inhibition, % at 4.8 µM | actives 1.2% (n = 360,000) | AID 588335;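 also: 0% = DMSO wells and 100% = wells lacking the enzyme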
FadD28 FP inh: blocks FadD28 binding to the bisubstrate probe; inhibition, % at 12.5 µM; AID 588549; actives 0.22% (n = 360,000); fluorescence polarization; in the data active = inhibition above about 8.5%, passing the limit was not always enough; inconclusive = no clear call, values can overlap the other calls
PrPC TRFRET: inhibitors of human cell surface prion protein PrPC | TR-FRET read-out | actives 0.43% (n = 370,000) | AID 720596 | inhibition, % at 13.8 µM | P04156; in the data active = inhibition above about 24%; also: 0% = median of the test wells and 100% = reference compound wells
Mtb FBA inh: Mtb fructose-bisphosphate aldolase inhibition. P9WQA3. purified M. tuberculosis FBA, fluorescence read-out. inhibition, % at 1 µM. actives 2.3% (n = 360,000). AID 588726; in the data active = inhibition above about 27%;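 also: 0% = vehicle and 100% = reference inhibitor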
Target sequence (P9WQA3 whole entry, looked up): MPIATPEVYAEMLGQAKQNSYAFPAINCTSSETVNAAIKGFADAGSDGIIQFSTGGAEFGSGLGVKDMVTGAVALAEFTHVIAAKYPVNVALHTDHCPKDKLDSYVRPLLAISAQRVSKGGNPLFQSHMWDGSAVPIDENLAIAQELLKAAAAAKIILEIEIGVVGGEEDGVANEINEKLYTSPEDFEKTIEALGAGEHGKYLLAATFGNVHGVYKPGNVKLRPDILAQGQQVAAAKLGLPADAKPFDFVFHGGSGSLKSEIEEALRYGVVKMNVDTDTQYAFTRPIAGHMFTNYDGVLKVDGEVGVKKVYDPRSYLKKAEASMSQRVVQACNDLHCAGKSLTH
BoNT A protease: BoNT A light chain protease inhibition. multiplex microsphere protease substrate cleavage, flow cytometry. inhibition, % at 10 µM. actives 0.17% (n = 360,000). AID 588499; in the data active = inhibition above about 30%; inconclusive = no clear call, values can overlap the other calls; also: plate controls were buffer without enzyme for full effect and enzyme alone for no effect
Mtb UGM inh: inhibitors of M. tuberculosis UDP-galactopyranose mutase; P9WIQ1; purified UGM, fluorescence polarization probe displacement; inhibition, % at 10 µM; actives 0.06% (n = 320,000); AID 504406; in the data active = inhibition above about 10%, passing the limit was not always enough; inconclusive = no clear call, values can overlap the other calls
Target sequence (P9WIQ1 whole entry, looked up): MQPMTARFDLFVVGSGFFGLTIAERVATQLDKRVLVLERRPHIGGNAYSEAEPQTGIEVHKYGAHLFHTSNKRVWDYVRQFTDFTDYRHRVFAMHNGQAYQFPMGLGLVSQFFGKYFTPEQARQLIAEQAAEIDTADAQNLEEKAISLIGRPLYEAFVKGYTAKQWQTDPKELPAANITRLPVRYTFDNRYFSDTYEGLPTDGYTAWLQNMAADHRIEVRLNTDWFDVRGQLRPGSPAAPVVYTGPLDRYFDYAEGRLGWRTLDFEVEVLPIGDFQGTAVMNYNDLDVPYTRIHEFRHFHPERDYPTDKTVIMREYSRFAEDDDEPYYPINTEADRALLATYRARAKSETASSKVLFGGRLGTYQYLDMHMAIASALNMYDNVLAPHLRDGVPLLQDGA
BoNT-F LC inh: blocks Botulinum neurotoxin F light chain protease; Multiplex microsphere protease cleavage assay, flow cytometry; inhibition, % at 10 µM; actives 0.22% (n = 360,000); in the data active = inhibition above about 35%, passing the limit was not always enough; inconclusive = no clear call, values can overlap the other calls; also: plate controls were buffer without enzyme for full effect and enzyme alone for no effect
An asterisk follows results filed as active. Rule as the data show it, unless noted: active = inhibition above about 30%; inactive = the rest.

Results for CC1CCCC(C)N1C(=O)CSc1nc2ccccc2c(=O)[nH]1 (configuration not stated) ?
CCHF vOTU inh: -7.3; BioA inh: 0.5; GDH-TPI counter: -2.5; FadD28 FP inh: -1.5; PrPC TRFRET: -0.5; Mtb FBA inh: -0.3; BoNT A protease: -0.1; Mtb UGM inh: 0.1; BoNT-F LC inh: -1.8

Results for O=C(N/N=C/c1ccc(-c2ccc(S(=O)(=O)Nc3ncccn3)cc2)o1)c1cc2ccccc2cc1O ?
CCHF vOTU inh: 40.7*; BioA inh: 1.3; GDH-TPI counter: 27.0; FadD28 FP inh: -3.0; PrPC TRFRET: -7.6; Mtb FBA inh: 5.4; BoNT A protease: 0.2; Mtb UGM inh: 1.0; BoNT-F LC inh: 6.1

What do the screens show for `CCCCCCn1cc(CN2CC(N(C)CC)CS2(=O)=O)nn1` (configuration not stated)?
CCHF vOTU inh: -3.4; PrPC TRFRET: 8.1; BoNT A protease: 1.3; BoNT-F LC inh: -5.7

How did CC(C)C(=O)Nc1ccc2nn(-c3ccccc3)nc2c1 do in these assays?
CCHF vOTU inh: -77.6; BioA inh: -1.1; GDH-TPI counter: 23.5; FadD28 FP inh: -1.3; PrPC TRFRET: 4.7; Mtb FBA inh: active; BoNT A protease: 0.6; Mtb UGM inh: -2.0; BoNT-F LC inh: 0.5

How did N#CCSc1nc2c(sc(=S)n2Cc2ccco2)c(=O)n1-c1ccc(F)cc1 do in these assays?
CCHF vOTU inh: -6.4; BioA inh: 2.5; GDH-TPI counter: 12.0; FadD28 FP inh: -3.5; PrPC TRFRET: 7.7; Mtb FBA inh: -2.3; BoNT A protease: -2.6; Mtb UGM inh: 3.1; BoNT-F LC inh: -5.3

How did CCN1CCc2c(sc(NC(=S)NC(=O)c3ccc(Cl)cc3)c2C(N)=O)C1 do in these assays?
CCHF vOTU inh: -2.8; BioA inh: -2.1; GDH-TPI counter: 22.8; FadD28 FP inh: -0.7; PrPC TRFRET: -284.9; Mtb FBA inh: -1.0; BoNT A protease: -14.2; Mtb UGM inh: 0.8; BoNT-F LC inh: inconclusive

How did CC(c1ccccc1)C1CC(=O)N(c2ccc(C(=O)O)cc2)C1=O (configuration not stated) do in these assays?
CCHF vOTU inh: -13.0; BioA inh: 1.8; GDH-TPI counter: 1.1; FadD28 FP inh: -2.8; PrPC TRFRET: -2.9; Mtb FBA inh: -0.1; BoNT A protease: 0.8; Mtb UGM inh: -0.4; BoNT-F LC inh: 6.3

Results for COCCn1c(C(C)C)nc2ccccc21 ?
CCHF vOTU inh: 5.0; GDH-TPI counter: 1.5; FadD28 FP inh: -2.7; PrPC TRFRET: 2.3; Mtb FBA inh: 1.6; BoNT A protease: -0.4; Mtb UGM inh: 3.0; BoNT-F LC inh: 5.1

What do the screens show for `CC(=O)Nc1cccc(NC(=O)CSc2n[nH]c(-c3ccccc3)n2)c1`?
CCHF vOTU inh: 13.1; BioA inh: -1.0; GDH-TPI counter: 0.9; FadD28 FP inh: -3.2; PrPC TRFRET: 4.2; Mtb FBA inh: 3.9; BoNT A protease: -0.1; Mtb UGM inh: -0.8; BoNT-F LC inh: 1.2

What do the screens show for `Cc1ccc2cccnc2c1NC(=S)NC(=O)c1ccccc1`?
CCHF vOTU inh: 7.7; BioA inh: -2.7; GDH-TPI counter: 24.3; FadD28 FP inh: -1.4; PrPC TRFRET: -1.2; Mtb FBA inh: 4.8; BoNT A protease: inconclusive; Mtb UGM inh: 1.9; BoNT-F LC inh: 0.6

Results for O=C1c2ccccc2C(=O)N1C1C(=O)N2CCSC12C(=O)OCc1ccccc1 (configuration not stated) ?
CCHF vOTU inh: 5.5; GDH-TPI counter: 6.9; FadD28 FP inh: -3.1; PrPC TRFRET: -0.8; Mtb FBA inh: 4.5; BoNT A protease: -0.5; BoNT-F LC inh: -1.0

How did Nc1cc(C(=O)c2ccccc2)ccc1[N+](=O)[O-] do in these assays?
CCHF vOTU inh: 1.2; GDH-TPI counter: 8.9; FadD28 FP inh: -4.2; PrPC TRFRET: -27.2; Mtb FBA inh: -1.6; BoNT A protease: -0.8; Mtb UGM inh: -1.2; BoNT-F LC inh: -9.7

How did COc1cc(OC)c(C(=S)N2CCCC2)cc1OC do in these assays?
CCHF vOTU inh: -4.3; BioA inh: -1.7; GDH-TPI counter: 9.4; FadD28 FP inh: -1.7; PrPC TRFRET: -1.8; Mtb FBA inh: 1.9; BoNT A protease: -5.6; Mtb UGM inh: -1.9; BoNT-F LC inh: -5.0

Results for COC(=O)c1ccc(COc2ccc(/C=N/Nc3cccc(C(=O)O)c3)cc2)cc1 ?
CCHF vOTU inh: 23.0; GDH-TPI counter: 7.6; FadD28 FP inh: 11.3*; PrPC TRFRET: -7.2; Mtb FBA inh: 1.6; BoNT A protease: -0.2; Mtb UGM inh: 0.6; BoNT-F LC inh: -7.7

How did Nc1c2c(nc3ccc(Br)cc13)N(Cc1ccccc1)CC2 do in these assays?
CCHF vOTU inh: 2.5; GDH-TPI counter: 1.9; FadD28 FP inh: -3.8; PrPC TRFRET: -10.3; Mtb FBA inh: -1.7; BoNT A protease: 8.8; Mtb UGM inh: 0.4; BoNT-F LC inh: -1.0

What do the screens show for `O=C(COC(=O)CCc1c[nH]c2ccccc12)NC1CCS(=O)(=O)C1` (configuration not stated)?
CCHF vOTU inh: -9.2; BioA inh: 2.6; GDH-TPI counter: -4.6; FadD28 FP inh: -0.1; PrPC TRFRET: 1.9; Mtb FBA inh: -3.5; BoNT A protease: -0.1; Mtb UGM inh: 2.8; BoNT-F LC inh: -3.3

How did OCCNCCCCOc1ccccc1F do in these assays?
CCHF vOTU inh: -1.7; BioA inh: 1.6; GDH-TPI counter: 0.7; FadD28 FP inh: 0.9; PrPC TRFRET: -8.4; Mtb FBA inh: 3.1; BoNT A protease: 1.3; Mtb UGM inh: -1.4; BoNT-F LC inh: -2.6

Results for Cc1cccc(CC(=O)Nc2c3c(nn2-c2cccc(Cl)c2)CS(=O)C3)c1 (configuration not stated) ?
CCHF vOTU inh: 0.8; GDH-TPI counter: 5.5; FadD28 FP inh: -0.3; PrPC TRFRET: 0.7; Mtb FBA inh: 1.6; BoNT A protease: -1.2; Mtb UGM inh: -0.3; BoNT-F LC inh: -8.5

How did C=CCn1c(O)c(N=NC(=O)CNC(=O)c2ccncc2)c2ccccc21 do in these assays?
CCHF vOTU inh: -4.5; BioA inh: -0.8; GDH-TPI counter: 22.6; FadD28 FP inh: 1.1; PrPC TRFRET: -28.7; Mtb FBA inh: -1.5; BoNT A protease: -2.8; Mtb UGM inh: 0.6; BoNT-F LC inh: -2.3

Results for Cc1ccc(OCC(=O)OCC(=O)NC2CC2)cc1C ?
CCHF vOTU inh: -4.7; BioA inh: -2.6; GDH-TPI counter: 5.7; FadD28 FP inh: -4.4; PrPC TRFRET: 0.0; Mtb FBA inh: 1.0; BoNT A protease: -0.2; Mtb UGM inh: 0.8; BoNT-F LC inh: 0.6

How did O=c1[nH]c(N2CCN(c3ccccc3)CC2)nc2c1CCCC2 do in these assays?
CCHF vOTU inh: 12.9; GDH-TPI counter: -8.1; FadD28 FP inh: 0.0; PrPC TRFRET: -2.6; Mtb FBA inh: 2.0; BoNT A protease: -0.2; Mtb UGM inh: 0.7; BoNT-F LC inh: -11.4

Results for CCc1nc2ccc(C(=O)N3CCN(C(=O)c4ccco4)CC3)cn2c1N(CC)Cc1cccc(Br)c1 ?
CCHF vOTU inh: 26.5; BioA inh: 1.1; GDH-TPI counter: 4.0; FadD28 FP inh: -0.2; PrPC TRFRET: 5.3; Mtb FBA inh: 0.3; BoNT A protease: -0.1; BoNT-F LC inh: -1.5

Results for O=C(CSc1nnc(NC(=O)C2CC2)s1)Nc1cccc(F)c1 ?
CCHF vOTU inh: -3.6; BioA inh: 0.1; GDH-TPI counter: -4.1; FadD28 FP inh: 0.4; PrPC TRFRET: 5.0; Mtb FBA inh: 1.1; BoNT A protease: 1.5; Mtb UGM inh: -1.0; BoNT-F LC inh: -1.4

Results for COc1ccccc1N1CCN(C(=O)c2ccc(Cl)c(S(=O)(=O)NCc3ccco3)c2)CC1 ?
CCHF vOTU inh: -1.7; BioA inh: 0.5; GDH-TPI counter: 11.2; FadD28 FP inh: 1.2; PrPC TRFRET: 11.9; Mtb FBA inh: 1.5; BoNT A protease: -0.1; Mtb UGM inh: 1.6; BoNT-F LC inh: 19.5

How did O=C(CSc1nnc2ccccn12)NCc1ccc2c(c1)OCO2 do in these assays?
CCHF vOTU inh: 3.3; GDH-TPI counter: -4.0; FadD28 FP inh: -2.5; PrPC TRFRET: 5.1; Mtb FBA inh: 0.4; BoNT A protease: 0.0; Mtb UGM inh: 0.5; BoNT-F LC inh: -2.3

Results for CN(C(=O)c1ccco1)c1nc(-c2ccccc2)cs1 ?
CCHF vOTU inh: 9.8; BioA inh: 1.0; GDH-TPI counter: 13.3; FadD28 FP inh: -3.3; PrPC TRFRET: 11.7; Mtb FBA inh: 0.7; BoNT A protease: -1.8; Mtb UGM inh: -1.5; BoNT-F LC inh: inconclusive

What do the screens show for `O=C(N=C1SC2CS(=O)(=O)CC2N1CCc1ccccc1)C1CCCCC1` (configuration not stated)?
CCHF vOTU inh: 8.7; BioA inh: 0.0; GDH-TPI counter: 8.6; FadD28 FP inh: 0.9; PrPC TRFRET: -7.2; Mtb FBA inh: 2.4; BoNT A protease: 0.7; Mtb UGM inh: -0.3; BoNT-F LC inh: -3.5

Results for O=C(CCNS(=O)(=O)c1ccccc1)Nc1ccccc1 ?
CCHF vOTU inh: -0.4; BioA inh: -2.7; GDH-TPI counter: -8.6; FadD28 FP inh: -3.0; PrPC TRFRET: 8.0; Mtb FBA inh: 1.6; BoNT A protease: 0.1; Mtb UGM inh: -2.3; BoNT-F LC inh: 10.1

How did COC(=O)CC1(Cc2ccccc2)C(=O)NC(=O)NC1=O do in these assays?
CCHF vOTU inh: -5.2; BioA inh: -2.4; GDH-TPI counter: -3.2; FadD28 FP inh: -1.7; PrPC TRFRET: 5.5; Mtb FBA inh: 1.9; BoNT A protease: 0.4; Mtb UGM inh: -0.8; BoNT-F LC inh: -2.5

What do the screens show for `COc1ccccc1NC(=O)CSc1nc2sc(C)c(C)c2c(=O)n1Cc1ccco1`?
CCHF vOTU inh: 2.9; BioA inh: -2.1; GDH-TPI counter: 9.7; FadD28 FP inh: 0.0; PrPC TRFRET: 13.1; Mtb FBA inh: 2.0; BoNT A protease: 0.9; Mtb UGM inh: 2.3; BoNT-F LC inh: 1.4

How did N/C(=N\NC(=O)c1ccc(Cl)cc1)c1cnccn1 do in these assays?
CCHF vOTU inh: 8.6; GDH-TPI counter: 3.2; FadD28 FP inh: -0.2; PrPC TRFRET: 0.9; Mtb FBA inh: 0.8; BoNT A protease: -0.7; Mtb UGM inh: 3.5; BoNT-F LC inh: 3.7

How did COc1ccc([C@H]2CC(=O)C=C(c3cccc(Cl)c3)C2)cc1 do in these assays?
CCHF vOTU inh: 17.0; BioA inh: 0.3; GDH-TPI counter: 5.2; FadD28 FP inh: -5.7; PrPC TRFRET: -1.0; Mtb FBA inh: 2.5; BoNT A protease: 1.6; Mtb UGM inh: -2.9; BoNT-F LC inh: 0.6

Results for O=C(NCCN1CCOCC1)c1cccc(S(=O)(=O)N2CCCC2)c1 ?
CCHF vOTU inh: 1.1; BioA inh: 1.4; GDH-TPI counter: -3.1; FadD28 FP inh: -0.2; PrPC TRFRET: 5.8; Mtb FBA inh: 0.8; BoNT A protease: 0.9; Mtb UGM inh: 1.4; BoNT-F LC inh: 8.1

What do the screens show for `O=C(Nc1nncs1)c1cc(S(=O)(=O)N2CCOCC2)ccc1Cl`?
CCHF vOTU inh: -2.2; BioA inh: -1.9; GDH-TPI counter: 7.5; FadD28 FP inh: -0.4; PrPC TRFRET: 10.8; Mtb FBA inh: 0.5; BoNT A protease: 0.2; Mtb UGM inh: 1.7; BoNT-F LC inh: 5.4
